Compound activity from PubChem BioAssay.
Exocytosis inh: lytic granule exocytosis inhibition. hit rate 0.66% among 360,000. AID 651702. inhibition, % at 10 µM. TALL-104 LAMP-1 surface exposure, flow cytometry; cells stimulated with thapsigargin and PMA;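 active means inhibition above about 55%, limit read from the data; inconclusive means no clear call, values can overlap the other calls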
Vif imaging: inhibitors of HIV Vif; HEK293T cells, Vif self-association by quenched fluorescence, imaging, 24 h; inhibition, % at 7.49 µM; hit rate 0.35% among 340,000; AID 602346; in the data active means inhibition above about 50%, passing the limit was not always enough; inconclusive means no clear call, values can overlap the other calls; inactive means below about 31%; further: some results filed as inactive read as strong as hits
NOD2-RIPK2 inh: inhibitors of human NOD2-RIPK2 interaction; inhibition, % at 4.98 µM; hit rate 0.38% among 360,000; CHO BLA complementation NOD2-RIPK2, CCF4 ratio; O43353; AID 624267; in the data active means inhibition above about 21%;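 further: 0% = vehicle only and 100% = reference blocker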
ABHD5-PLIN5 inh: blocks binding of human ABHD5 to perilipin-5; Q00G26+Q8WTS1; Split G. princeps luciferase complementation, luminescence, 4 h; inhibition, % at 4 µM; hit rate 0.78% among 360,000; AID 602281;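 active means inhibition above the mean inhibition across every tested compound plus 3 SD, cut at about 22% in these data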;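 further: 0% = DMSO only wells and the 100% control is not disclosed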
aDG glyco act: increases alpha dystroglycan glycosylation; Pro5-aDG cells, alpha-DG glycosylation AlphaScreen (IIH6); 0% Pro5, 100% B10-LARGE cell signal; activation, % at 10 µM; hit rate 0.22% among 360,000; AID 624168;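 active means activation of at least 8% versus controls, or a plate z-score of at least 8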;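 further: Pro5 are CHO cells carrying HIG-tagged alpha-DG that lacks glycosylation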
ABCB6 inh MLPCN: inhibitors of human ABC transporter ABCB6; Q9NP58; K562-ABCB6 porphyrin accumulation, flow cytometry, 1 h; hits give low values; fluorescence ratio to DMSO, % at 10 µM; hit rate 0.19% among 360,000; AID 602162;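 active means fluorescence ratio to DMSO below 75%, the collection mean minus 3 SD; inconclusive means too few cells collected in the well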;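 further: signal is porphyrin accumulated inside mitochondria; 100% equals median channel fluorescence of DMSO control wells; lower ratio means ABCB6 inhibition with less porphyrin fluorescence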
Target sequence (Q9NP58 whole entry, looked up): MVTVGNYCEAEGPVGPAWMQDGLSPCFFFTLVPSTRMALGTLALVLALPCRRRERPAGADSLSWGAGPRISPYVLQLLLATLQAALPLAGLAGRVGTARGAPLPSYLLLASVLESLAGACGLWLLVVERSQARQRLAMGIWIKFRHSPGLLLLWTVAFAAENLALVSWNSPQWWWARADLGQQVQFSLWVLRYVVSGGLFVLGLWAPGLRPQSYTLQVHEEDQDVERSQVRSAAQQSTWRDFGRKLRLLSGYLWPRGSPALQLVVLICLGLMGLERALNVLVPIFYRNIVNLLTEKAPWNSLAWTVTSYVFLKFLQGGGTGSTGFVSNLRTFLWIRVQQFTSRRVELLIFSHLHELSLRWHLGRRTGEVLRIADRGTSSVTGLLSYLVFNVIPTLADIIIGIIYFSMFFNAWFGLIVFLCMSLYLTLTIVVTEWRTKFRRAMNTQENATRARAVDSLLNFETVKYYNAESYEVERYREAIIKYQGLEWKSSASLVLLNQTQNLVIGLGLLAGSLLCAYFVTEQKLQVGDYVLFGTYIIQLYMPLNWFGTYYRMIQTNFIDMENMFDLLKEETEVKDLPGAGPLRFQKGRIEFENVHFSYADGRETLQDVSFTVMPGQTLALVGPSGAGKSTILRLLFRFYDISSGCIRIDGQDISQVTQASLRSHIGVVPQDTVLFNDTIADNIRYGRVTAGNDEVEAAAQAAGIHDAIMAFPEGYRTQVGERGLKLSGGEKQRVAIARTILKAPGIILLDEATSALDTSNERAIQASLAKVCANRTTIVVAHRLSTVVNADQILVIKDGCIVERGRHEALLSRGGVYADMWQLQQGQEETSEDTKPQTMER
Glyco luc inh: blocks N-linked glycosylation in D54 reporter cells. AID 588692. reporter increase, % at 12.5 µM. D54 ERlucT glycosylation luciferase reporter, 24 h; percent of 100 nM tunicamycin response. hit rate 0.23% among 360,000;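 active means mean luciferase reporter signal, scaled so untreated is 0 and the glycosylation-blocking control 100, at or above a set limit in every replicate; inconclusive means mean reaches the limit but not every replicate does; inactive means mean below the limit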;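 further: luciferase carries N-glycosylation sites so blocking glycosylation raises the light; 0% = median of neutral control wells and 100% = median of 100 nM tunicamycin wells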
MC4R barr agon: activates human MC4R beta-arrestin recruitment. P32245. activation, % at 8.9 µM. hit rate 0.98% among 360,000. U2OS MC4R beta-arrestin complementation, luminescence; percent of melanotan II response, DMSO zero;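 active means activation above a per-plate cutoff, the mean activation of sample wells on that plate plus 3 SD, cut at about 8% in these data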
TLR9-MyD88 block: inhibitors of human TLR9-MyD88 binding; Q9NR96+Q99836; CHO BLA complementation TLR9-MyD88, CCF4 FRET ratio; inhibition, % at 4.98 µM; hit rate 0.21% among 340,000; AID 504734;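 active means inhibition above the mean over all tested compounds plus 3 SD, cut at about 21% in these data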;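 further: 0% = DMSO only wells and 100% = clavulanate BLA inhibitor control wells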
MC4R antagonist: human MC4R antagonism in cAMP assay | AID 540295 | inhibition, % at 6.5 µM | hit rate 0.48% among 360,000 | MC4R-expressing cells, MTII-stimulated cAMP, LANCE TR-FRET;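 active means inhibition above its plate's cutoff, the mean of tested wells on that plate plus 3 SD, cut at about 29% in these data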;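 further: 0% = Melanotan II alone and 100% = Melanotan II plus saturating MCL0020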
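Material: U2OS-MC4R stable cell line | Reagent: Melanotan II challenge after compound preincubation | Doses: One concentration, 6.5 µM nominal | Incubation: 30-min compound preincubation, 1-h Melanotan II challenge, 1-h detection, room temperature | Signal: TR-FRET cAMP assay | Replicates: One well per compound, no replicates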
An asterisk follows results filed as active; ? = inconclusive; nt = no result given.

Every second line gives: Exocytosis inh	Vif imaging	NOD2-RIPK2 inh	ABHD5-PLIN5 inh	aDG glyco act	ABCB6 inh MLPCN	Glyco luc inh	MC4R barr agon	TLR9-MyD88 block	MC4R antagonist
(1) CC1C(=O)N(Cc2cn(Cc3ccco3)nn2)CCS(=O)(=O)N1Cc1ccc(-c2ccc(F)nc2)cc1 (configuration not stated)
    -2	-16	-1	2	0.0	96	-3	0.5	-5	12
(2) Cn1nc(C(F)(F)F)c(C(=O)Nc2ccc(F)cc2F)c1Oc1cccc(Cl)c1
    1	-2	4	-4	0.2	97	-1	4.0	-4	8
(3) CNC(=O)CSc1nnc(COc2ccc(Cl)cc2)n1CCOC
    -5	2	-11	0	-0.4	99	0	-1.4	0	5
(4) COc1ccc(C(=O)N/C(=C/c2cccnc2)C(=O)N2CCOCC2)cc1OC
    -8	-4	-3	3	0.0	92	1	-1.6	8	10
(5) NC(=O)NN=C(C1CC1)C1CC1
    6	8	-3	3	-0.1	93	1	0.3	2	1
(6) CSc1nc(O)c(C(c2ccccc2Cl)c2c(O)nc(SC)[nH]c2=O)c(=O)[nH]1
    -11	?	-8	-1	0.0	102	0	2.2	-3	6
(7) CCCCCCn1c(=O)n2n(c1=O)C[C@]1(OC(=O)NCc3ccccc3)CN(S(=O)(=O)c3ccc(C)cc3)C[C@]1(O)C2
    2	-5	-7	-14	0.0	91	-2	0.5	-14	8
(8) CCCCN(C)S(=O)(=O)c1ccc(C(=O)N=c2sc3cc(NC(C)=O)ccc3n2C)cc1
    1	0	-7	0	-0.2	98	-1	-0.8	-13	1
(9) CN(CCOc1ccccc1)S(=O)(=O)c1ccccc1C#N
    5	-3	0	-3	0.0	97	2	2.3	-3	0
(10) O=S1(=O)C=CC(Sc2nc3ccccc3[nH]2)C1 (configuration not stated)
    -1	0	3	6	0.0	103	1	1.0	-19	4
(11) Cn1c(SCC(=O)NC2CC2)nnc1-c1cccc(NC(=O)c2ccccc2F)c1
    -5	-3	4	0	-0.1	90	0	-2.1	0	7
(12) COc1ccc(F)cc1S(=O)(=O)NCC(c1ccco1)N1CCc2ccccc2C1 (configuration not stated)
    -3	-3	3	-9	-0.1	97	-4	0.1	-1	0
(13) CCN(C(=O)Cn1c(Cl)nc2c1c(=O)n(C)c(=O)n2C)C1CCCCC1
    -4	-2	-14	1	-0.1	96	0	-1.8	-3	2
(14) O=C(CSc1nnc(COc2ccccc2)o1)N1CCN(c2ccccc2)CC1
    7	7	1	6	-0.1	97	-2	1.4	-11	26
(15) Nc1c(C(=O)Nc2ccc(F)cc2)nnn1-c1cccc(C(F)(F)F)c1
    -1	1	-12	6	0.6	95	1	-0.9	0	-5
(16) CCc1ccc(NC(=O)Cn2cnc3sc(C)c(S(=O)(=O)N4CCOCC4)c3c2=O)cc1
    -6	4	-8	-5	-0.1	97	2	-0.6	0	2
(17) COc1ccc(CC(=O)N(CCC2=CCCCC2)c2c(N)n(Cc3ccccc3)c(=O)[nH]c2=O)cc1OC
    6	3	-1	-6	-0.1	99	0	-0.9	9	19
(18) CCOC(=O)[C@H]1[C@H]2COc3ccccc3[C@@H]2N2C(=O)c3cc(OC)ccc3NC(=O)[C@@]12C
    1	4	8	-8	-0.1	96	-2	0.2	-3	0
(19) CCC(CO)Oc1cc(NCc2ccccc2C(F)(F)F)c2ncn(C(C)C)c2c1 (configuration not stated)
    -8	nt	-3	2	0.6	95	-4	-0.6	-8	0
(20) CC(/C=C/c1ccccc1)=N\NC(=S)NC(C)C
    0	-3	-6	-4	0.3	98	-3	-2.8	-4	2
(21) NNC(=O)C1CC1(c1ccccc1)c1ccccc1 (configuration not stated)
    -8	-3	-2	-4	0.0	94	-3	-3.3	7	0
(22) O=C1CN(S(=O)(=O)c2cccc(C(=O)O)c2)c2ccccc2N1
    -12	-4	0	1	0.0	99	3	0.2	-8	2
(23) CC1CN(S(=O)(=O)c2ccc(C(=O)Nc3nncs3)cc2)CC(C)O1 (configuration not stated)
    -8	0	-8	-3	-0.1	101	2	-0.7	-2	10
(24) COc1cccc(-c2nc(N3CCN(C)CC3)c3ccccc3n2)c1O
    6	-9	-4	10	-0.1	92	129*	-0.8	4	-7
(25) CCCCC(c1nnnn1CC1CCCO1)N1CCN(c2cc(Cl)ccc2C)CC1 (configuration not stated)
    -1	0	-9	-3	0.7	103	-5	-1.7	4	6
(26) C=CCNC(=O)CN1C(=O)C2C3c4ccccc4C(c4ccccc43)C2C1=O (configuration not stated)
    3	0	4	-3	0.7	95	1	-4.1	3	13
(27) CCn1c(COc2cc(C)cc(C)c2)nnc1SCC(=O)N1CCN(c2ccccc2)CC1
    3	-8	-1	2	0.4	97	-1	5.7	-8	2
(28) Cn1c(=O)c2[nH]c(CSCc3ccccc3)nc2n(C)c1=O
    2	0	1	0	0.6	88	-1	0.3	-7	1
(29) COCCSc1nnc(NC(=O)c2ccc(NC(=O)C(C)C)cc2)s1
    4	26	1	0	0.8	93	0	0.6	3	4
(30) N#Cc1c(-c2ccco2)cc(-c2ccccc2)[nH]c1=O
    0	-5	0	5	0.3	99	2	-0.6	7	-7
(31) Cc1ccc(S(=O)(=O)c2nc(S(C)(=O)=O)sc2N2CCCCCC2)cc1
    0	-2	2	2	-0.2	76	0	1.0	6	-5
(32) Cc1ccc(/C=N/Nc2ccc(F)cc2F)s1
    -3	-5	-10	-6	-0.1	105	1	3.7	-7	23
(33) COc1ccccc1NS(=O)(=O)c1ccc(-c2cc(C)no2)s1
    8	8	1	0	-0.2	100	25	-3.2	-7	-6
(34) O=C(Cn1c2ccccc2c(=O)c2ccccc21)N/N=C/c1cc([N+](=O)[O-])ccc1N1CCCCC1
    1	-2	-6	2	-0.2	104	-2	-2.2	4	11
(35) Cc1ccc(NC(=O)CNCC2CCCCC2)cc1S(=O)(=O)N(C)C
    -3	1	-4	5	0.1	90	0	0.4	-9	6
(36) O=C(Oc1oc(-c2ccco2)nc1C=Nc1ccc(Cl)cc1)c1ccco1
    1	6	5	-1	-0.4	90	1	-0.6	-6	6
(37) COC(=O)CC/C(O)=C1\C(=O)CC(C)(C)CC1=Nc1ccccc1OC
    -3	nt	0	-4	0.1	117	3	0.2	3	0
(38) CC[C@]12c3[nH]c4ccccc4c3CCN1C(=O)C(CC(=O)NCc1ccco1)C[C@@H]2C(=O)N1CCN(C(=O)c2ccco2)CC1 (some centres not stated)
    -8	nt	-6	4	0.1	94	1	-0.4	0	5
(39) N#C/C(=C(/O)Cc1cccc2ccccc12)c1nc2ccccc2s1
    -2	1	-6	4	-0.1	98	-1	1.7	3	10
(40) S=c1[nH]nc(-c2cc(-c3ccccc3)n[nH]2)n1/N=C/C(Br)=C/c1ccccc1
    63*	20	-4	26*	-0.4	99	32*	1.4	nt	6
(41) CCN1CCN(C(=O)c2ccc(N3CC4CC(C3)c3cccc(=O)n3C4)c(NC(=O)c3cc(OC)cc(OC)c3)c2)CC1 (configuration not stated)
    6	-6	0	4	-0.1	98	0	0.1	6	13
(42) COc1ccc(-c2ccc(-c3noc(-c4ccco4)n3)c(OC)n2)cc1
    3	-3	2	1	3.2	99	1	8.2	-12	3
(43) CCCCCCc1cc2cc(C(=O)Nc3ccc(OC)cc3)c(=O)oc2cc1O
    -1	-1	9	-1	-0.5	100	-8	0.3	-2	3
(44) Cc1ccc(NS(=O)(=O)c2c(C)[nH]c(C)c2C(=O)N2CCCCC2)c(Br)c1
    1	-14	-7	-1	-0.2	95	0	-1.9	-6	-1
(45) CC12CCC(C3NC(=S)NN=C31)C2(C)C (configuration not stated)
    21	1	4	-4	0.1	98	-1	-1.1	2	2
(46) COc1ccccc1OCC(=O)N(Cc1nc(-c2ccccc2)no1)C1CCCCC1
    -1	15	9	1	-0.2	93	-6	-1.4	-4	6
(47) CC(C)Cc1nc2c(nnn2Cc2ccccc2F)c(=O)[nH]1
    -2	-7	-5	5	-0.1	97	-5	2.1	-17	10
(48) O=C(Nc1cccc([N+](=O)[O-])c1)C1CC(=O)N(C2CCCCC2)C1 (configuration not stated)
    1	-7	4	4	0.3	102	0	0.8	2	8
(49) Cc1ccc2c(c1)NC(=O)C(CC(=O)NCCCN1CCN(c3cc(C)ccc3C)CC1)O2 (configuration not stated)
    8	-5	-1	4	0.3	101	1	-0.7	7	3
(50) COc1ccc(NC(=S)N2CCCCC2c2cccnc2)cc1 (configuration not stated)
    -4	nt	5	-5	-0.1	93	-2	-2.5	1	15
(51) Nc1nnc(CCCCCc2nnc(N)s2)s1
    1	2	1	4	-0.1	98	3	-2.4	7	7
(52) Cc1c(S(=O)(=O)N2CCN(c3ccc(F)cc3)CC2)c(=O)n(C)c(=O)n1C
    -1	-4	-4	1	-0.2	101	2	-1.1	9	6

Given in transposed form: entries from further up
51. Nc1nnc(CCCCCc2nnc(N)s2)s1
43. CCCCCCc1cc2cc(C(=O)Nc3ccc(OC)cc3)c(=O)oc2cc1O
assay / entry,51,43
Exocytosis inh,1,-1
Vif imaging,2,-1
NOD2-RIPK2 inh,1,9
ABHD5-PLIN5 inh,4,-1
aDG glyco act,-0.1,-0.5
ABCB6 inh MLPCN,98,100
Glyco luc inh,3,-8
MC4R barr agon,-2.4,0.3
TLR9-MyD88 block,7,-2
MC4R antagonist,7,3

Reformatted: entries from further up
34. O=C(Cn1c2ccccc2c(=O)c2ccccc21)N/N=C/c1cc([N+](=O)[O-])ccc1N1CCCCC1
  Exocytosis inh: 1; Vif imaging: -2; NOD2-RIPK2 inh: -6; ABHD5-PLIN5 inh: 2; aDG glyco act: -0.2; ABCB6 inh MLPCN: 104; Glyco luc inh: -2; MC4R barr agon: -2.2; TLR9-MyD88 block: 4; MC4R antagonist: 11
35. Cc1ccc(NC(=O)CNCC2CCCCC2)cc1S(=O)(=O)N(C)C
  Exocytosis inh: -3; Vif imaging: 1; NOD2-RIPK2 inh: -4; ABHD5-PLIN5 inh: 5; aDG glyco act: 0.1; ABCB6 inh MLPCN: 90; Glyco luc inh: 0; MC4R barr agon: 0.4; TLR9-MyD88 block: -9; MC4R antagonist: 6

This is a subset. The share of hits here may be higher or lower than overall.
